Bioassay records from PubChem.
ADAM17 inh: inhibitors of human ADAM17 | recombinant ADAM17, EDANS/DABCYL FRET peptide cleavage | actives 0.83% (n = 370,000) | inhibition, % at 6.95 µM | P78536;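 active means inhibition above the mean of compounds lying between control limits plus 3 SD, set per campaign, cut at about 8.5% in these data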;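 further: 0% = DMSO-only wells as the low control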
Target sequence (P78536 215-824 limits assumed): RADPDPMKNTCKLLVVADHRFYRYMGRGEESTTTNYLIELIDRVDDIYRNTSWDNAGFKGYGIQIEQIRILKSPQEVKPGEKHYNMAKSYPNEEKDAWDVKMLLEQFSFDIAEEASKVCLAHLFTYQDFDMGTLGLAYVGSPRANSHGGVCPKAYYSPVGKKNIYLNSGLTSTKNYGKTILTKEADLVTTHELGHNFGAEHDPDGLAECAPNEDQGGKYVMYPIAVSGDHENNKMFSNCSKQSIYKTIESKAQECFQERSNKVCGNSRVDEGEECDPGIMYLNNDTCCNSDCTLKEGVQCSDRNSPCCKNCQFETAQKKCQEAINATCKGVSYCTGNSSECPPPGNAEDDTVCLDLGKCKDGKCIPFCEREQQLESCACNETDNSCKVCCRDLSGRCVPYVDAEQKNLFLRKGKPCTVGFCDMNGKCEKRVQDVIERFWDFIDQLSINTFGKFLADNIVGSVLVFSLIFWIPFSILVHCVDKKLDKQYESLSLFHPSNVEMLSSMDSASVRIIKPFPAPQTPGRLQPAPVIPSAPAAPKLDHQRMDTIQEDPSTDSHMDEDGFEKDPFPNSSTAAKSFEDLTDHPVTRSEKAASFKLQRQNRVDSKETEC
DDE Tn7 FP inh: disrupts Tn7 cyclic peptide binding to fibrin D-Dimer-E complex; inhibition, % at 8.3 µM; FP displacement of FITC-Tn7 peptide from fibrin DD(E); 0% = median of compound wells per plate; AID 720508; actives 0.13% (n = 370,000);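 active means inhibition above the mean of compounds falling within the control limits plus 3 SD of them, cut at about 14% in these data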;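 further: 0% = plate median of compound wells and 100% = 10 µM Aha-Tn7 peptide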
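System: human fibrin DD(E); quantity: Fibrin-DD(E) at 2 µM final; also added: fluorescent Tn7 probe at 0.1 µM; compound dosing: single nominal test concentration of 8.3 µM per compound; schedule: 10 min preincubation, 3 h with tracer, room temperature; detection: fluorescence polarization of the labelled Tn7 tracer; repeats: one replicate per compound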
ARFGAP1 inh: inhibitors of rat ARFGAP1. Arfgap1-stimulated ARF1 GTP hydrolysis, GDP FP detection. inhibition, % at 16.5 µM. actives 0.26% (n = 360,000). AID 651572;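 active means inhibition above a per-plate limit, mean inhibition of low control wells plus 3 SD, cut at about 25% in these data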;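 further: 0% = DMSO wells with enzyme and 100% = wells lacking Arfgap1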
Target sequence (Q62848 1-136 limits assumed): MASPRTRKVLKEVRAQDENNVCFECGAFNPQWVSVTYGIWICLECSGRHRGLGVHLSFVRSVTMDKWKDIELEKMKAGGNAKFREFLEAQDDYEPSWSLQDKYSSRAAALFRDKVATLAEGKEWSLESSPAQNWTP
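Material: truncated rat Arfgap1 GAP domain; Incubation: compound-enzyme preincubation 20 min, reaction 120 min, detection 60 min, 25 °C; Read-out: percent inhibition of Arfgap1-stimulated GTP hydrolysis; Technique: FP, GDP Alexa 633 tracer displaced from anti-GDP antibody, 620/688 nm; Controls: No-Arfgap1 wells (100%) versus DMSO full-reaction wells (0%); Replication: single well per compound.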
PLCg1 inh: blocks human PLC-gamma1 enzyme activity | AID 720700 | purified PLC-gamma1, fluorogenic substrate, fluorescence | actives 0.84% (n = 370,000) | inhibition, % at 12.2 µM | P19174; in the data active means inhibition above about 9.5%
Tn6 DDE FP: disrupts Tn6 cyclic peptide binding to fibrin D-Dimer-E complex | Fibrin DD(E) TRITC-Tn6 fluorescence polarization displacement | inhibition, % at 8.3 µM | actives 0.21% (n = 370,000) | AID 720509;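 active means inhibition above a per-campaign cutoff: mean of compounds within control limits plus 3 SD, cut at about 15% in these data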;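 further: 0% = median of all compound wells on the plate and 100% = blocking peptide control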
ASAP1 inh: ASAP1 ArfGAP inhibition. Q9ULH1. ASAP1-stimulated ARF1 GTP hydrolysis, GDP FP detection. inhibition, % at 16.5 µM. actives 0.19% (n = 360,000); in the data active means inhibition above about 25%;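 further: 0% = vehicle with enzyme and substrate and 100% = no enzyme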
MBD2 inh: blocks human MBD2 binding to methylated DNA; TR-FRET, MBD2 binding to methylated oligonucleotide; actives 0.31% (n = 370,000); inhibition, % at 4.4 µM; Q9UBB5; in the data active means inhibition above about 13%
UHRF1 binding: blocks human UHRF1 binding to methylated DNA; inhibition, % at 4.4 µM; UHRF1 binding to methylated oligo, TR-FRET; Q96T88; actives 0.75% (n = 370,000); AID 687016; in the data active means inhibition above about 21%;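 further: UHRF1 SRA domain binding a hemimethylated CpG hairpin DNA probe; 0% = median of test compound wells and 100% = reference inhibitor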
PLC-beta3 inh: inhibitors of human phospholipase C beta3 | Q01970 | Purified PLC-beta3, fluorogenic substrate, fluorescence | inhibition, % at 12.2 µM | actives 0.18% (n = 370,000) | AID 720704; in the data active means inhibition above about 11%;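 further: 0% = median of compound wells on plate and 100% = full blocker control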
KLK7 zymogen act: proKLK7 (human) activation, primary screen. activation, % at 7 µM. purified proKLK7, EDANS-DABCYL substrate fluorescence; 100% is mature enzyme control, 0% vehicle. actives 0.9% (n = 370,000). P49862. AID 652039;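 active means activation above the mean of all tested compounds plus 3 SD, computed per campaign excluding outliers beyond control limits, cut at about 13% in these data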
* hit, by the source's call; · = no result given.

ADAM17 inh	DDE Tn7 FP inh	ARFGAP1 inh	PLCg1 inh	Tn6 DDE FP	ASAP1 inh	MBD2 inh	UHRF1 binding	PLC-beta3 inh	KLK7 zymogen act	Structure
-1	3	5	2	-5	4	-3	-1	1	0.5	O=C(COC(=O)CNS(=O)(=O)c1ccccc1)NC12CC3CC(CC(C3)C1)C2
5	-5	·	9	0	·	-3	5	5	-0.2	COC(=O)[C@]1(C#N)CC(=O)N(CC2CCCCC2)[C@@H]1c1ccccc1
0	1	9	-1	4	-9	4	-1	0	0.4	Cc1cccc(C)c1NC(=O)C1CCCN1C(=O)OC(C)(C)C (stereo unspecified)
-5	8	7	0	6	8	3	0	1	-0.1	COc1cccc(NC(=O)CCNC(=O)Cn2ccc3ccccc3c2=O)c1
11*	2	4	8	-1	-24	-4	1	4	0.4	O=c1[nH]c(=S)n(-c2ccc(Br)cc2)c2ncccc12
-1	-6	-5	2	-4	7	4	7	2	-0.5	CCC(=O)Nc1nc2ccccc2n1CCN(C)C
-2	0	-18	-3	0	2	3	2	-3	-0.4	CC1CCN(C(=O)C2CCN(S(=O)(=O)c3cnc[nH]3)CC2)CC1
-5	3	3	-1	-7	0	-1	1	4	-0.3	O=C(OCC(O)C1OC(c2ccccc2)OC(COC(=O)c2ccccc2)C1O)c1ccccc1 (stereo unspecified)
-3	-5	-2	-2	-2	1	-1	-2	1	-0.4	CN(Cc1ccccc1)C(=O)COC(=O)c1ccc2ccccc2n1
-6	3	7	-1	-2	1	5	1	-3	0.1	Cc1ccc(-c2nc3ccccc3c(=O)n2CCCn2ccnc2)cc1
3	-3	4	6	-5	13	-4	-1	-1	-0.5	COC(=O)C1=C(C)N=C2SC(C)C(=O)N2C1c1ccc(C(=O)OC)cc1 (stereo unspecified)
-5	-2	12	3	1	4	2	1	-6	-0.1	COc1cc(OC)cc(C(=O)N2CCN(Cc3ccc4c(c3)OCO4)CC2)c1
-6	1	-8	-7	1	-1	2	2	-22	-0.2	O=c1oc(-c2ccco2)nc2sc3c(c12)CCCCC3
-12	-7	5	-21	-1	-1	-4	-4	-24	-0.7	O=C(c1ccc(N2CN(C(=O)c3ccco3)c3nc4ccccc4nc32)cc1)N1CCOCC1
-5	-4	17	-5	-5	6	-4	0	-15	0.3	CCOc1ccc(-n2nc(C(=O)NC3CCCCC3)c3ccccc3c2=O)cc1
-1	-3	-5	1	3	-6	3	-3	1	0.4	Cc1ccc(C(C)NC(=O)C2CCCO2)cc1C (stereo unspecified)
1	4	3	1	2	3	0	-1	2	0.1	O=C(CCCOc1ccc(Cl)cc1Cl)Nc1ccccn1
-18	4	3	-118	4	4	3	-1	-130	-12	CCn1ccc(C(=O)Nc2sc3c(c2C(=O)OC)CCC3)n1
1	2	-2	0	1	5	-9	-3	0	-0.3	O=C(CCCOc1ccccc1)NCC1CCCO1 (stereo unspecified)
-6	1	5	-1	-9	10	3	-1	-3	0.0	O=c1c2c3c(sc2ncn1/N=C/c1ccc(Br)o1)CCCC3
-1	-5	3	-1	5	-3	-2	1	-2	0.5	O=C(Nc1ccc(Cl)cn1)c1ccc([N+](=O)[O-])o1
-1	-3	1	7	2	-2	3	-2	2	0.0	CC(NC(=O)c1sc2cc([N+](=O)[O-])ccc2c1Cl)C(C)(C)C (stereo unspecified)
-2	-6	1	-13	-6	-5	0	2	-28	5.2	COc1ccc(-c2c3c(=O)n(C)c(=O)n(C)c3cn2-c2ccccc2)cc1
-2	1	11	11*	-11	11	3	8	2	-0.7	CC(C)(C)c1cc(CN2CCC(O)CC2)cc(C(C)(C)C)c1O
9.5*	2	7	1	-9	-7	-2	-4	1	0.1	S=C(Nc1ccc(Oc2ccccc2)cc1)NC1CCCCCC1
-3	-1	0	2	-1	-5	-5	-3	-1	0.1	c1ccc(CCc2cn(C[C@H]3CC[C@@H]([C@@H]4CC[C@H](Cn5cc(CCc6ccccc6)nn5)O4)O3)nn2)cc1
-112	-2	6	-74	4	-7	-2	0	-80	0.4	CCOc1ccc2[nH]c(=O)c(C(c3nnnn3Cc3ccco3)N3CCN(C)CC3)cc2c1 (stereo unspecified)
8	2	16	7	-2	8	-2	0	-1	0.9	CCOc1ccc(CCNC(=O)CCn2nc(C)c3c(C)n(-c4ccccc4)nc3c2=O)cc1
1	2	6	9	8	-3	-2	1	2	-0.4	CCOC(=O)c1c(N)nn(C(=O)C(C)C)c1-c1ccc(OC)cc1
-3	0	2	0	4	-14	5	2	-6	0.0	O=C(OCC(=O)N1CCCC1=O)c1ccc(O)cc1O
-4	7	16	1	-3	-9	3	2	1	1.1	Fc1cccc(CN2CCN(C(=S)NCCc3ccccc3)CC2)c1
0	0	3	2	-6	-13	-2	1	-3	0.7	Clc1ccc(C=NN2CCCCCC2)c(Cl)c1
2	1	-1	3	4	-4	-4	-3	1	-0.2	COc1ccc(OC)c(C(=O)c2coc3ccc(OC(C)=O)cc23)c1
-5	-2	5	-32	3	-2	-1	-3	-39	0.0	O=C(O)/C=C/c1cn(-c2ncc(C(F)(F)F)cc2Cl)c2ccccc12
-1	2	5	3	-5	0	5	0	-3	-0.6	Cc1ccccc1Oc1nc2ccccc2n2cnnc12
-7	1	4	1	-4	-2	8	6	-2	-1.0	Oc1ccc(C(c2nnnn2C2CCCCC2)N2CCOCC2)cc1 (stereo unspecified)
-7	1	10	-1	2	-17	0	13	-8	0.2	Cn1cc(CN2CCC(N3CCNC(=O)CC3)CC2)c(-c2ccccc2F)n1
8	1	0	0	6	0	-7	-1	-13	0.2	Cc1ccc(C(=O)N(c2ccccc2)C2CC(C)N(C(=O)c3ccco3)c3ccccc32)cc1 (stereo unspecified)
6	2	·	2	-6	·	1	-1	1	·	O=C(OCc1ccccc1)[C@H](Cc1ccccc1)NC(=O)[C@@H]1CC=C[C@@H]2CCN(CCc3ccccc3)C(=O)[C@@H]21
-2	0	6	-10	8	1	-1	3	-10	0.7	N#CC1=C(N)SC(N)=C(C#N)C1C1C=CCCC1 (stereo unspecified)
0	2	-21	2	0	-1	-3	-2	4	0.1	O=C(NCCN1C(=O)C2C3C=CC(C3)C2C1=O)NCc1ccccc1 (stereo unspecified)
-1	3	18	-2	2	-7	6	2	-1	0.4	Cc1ccc(CNC(=O)CN2CCN(Cc3ccc(Cl)cc3)C2=O)cc1
-2	4	5	-1	5	3	0	-1	-2	-0.3	N/C(Cc1ccc([N+](=O)[O-])cc1)=N\OC(=O)Cc1ccccc1
-1	-4	-20	-1	6	6	-3	0	-3	-0.4	Cc1ccc(-n2ncc3c(=O)n(CC(=O)Nc4cccc(Cl)c4)cnc32)cc1C
0	5	-2	2	8	20	1	1	0	0.2	CC(=O)Nc1ccc(S(=O)(=O)NCC(=O)OCc2ccccc2)cc1
-1	2	-3	-1	-3	-29	2	3	0	0.3	O=[N+]([O-])c1cc(S(=O)(=O)N2CCCCCC2)ccc1Cl

A second format for some results above.
Under each structure: ADAM17 inh | DDE Tn7 FP inh | ARFGAP1 inh | PLCg1 inh | Tn6 DDE FP | ASAP1 inh | MBD2 inh | UHRF1 binding | PLC-beta3 inh | KLK7 zymogen act
- O=C(O)/C=C/c1cn(-c2ncc(C(F)(F)F)cc2Cl)c2ccccc12
  -5 | -2 | 5 | -32 | 3 | -2 | -1 | -3 | -39 | 0.0
- Cc1ccccc1Oc1nc2ccccc2n2cnnc12
  -1 | 2 | 5 | 3 | -5 | 0 | 5 | 0 | -3 | -0.6
- Oc1ccc(C(c2nnnn2C2CCCCC2)N2CCOCC2)cc1 (stereo unspecified)
  -7 | 1 | 4 | 1 | -4 | -2 | 8 | 6 | -2 | -1.0
- Cn1cc(CN2CCC(N3CCNC(=O)CC3)CC2)c(-c2ccccc2F)n1
  -7 | 1 | 10 | -1 | 2 | -17 | 0 | 13 | -8 | 0.2
- Cc1ccc(C(=O)N(c2ccccc2)C2CC(C)N(C(=O)c3ccco3)c3ccccc32)cc1 (stereo unspecified)
  8 | 1 | 0 | 0 | 6 | 0 | -7 | -1 | -13 | 0.2
- O=C(OCc1ccccc1)[C@H](Cc1ccccc1)NC(=O)[C@@H]1CC=C[C@@H]2CCN(CCc3ccccc3)C(=O)[C@@H]21
  6 | 2 | · | 2 | -6 | · | 1 | -1 | 1 | ·
- N#CC1=C(N)SC(N)=C(C#N)C1C1C=CCCC1 (stereo unspecified)
  -2 | 0 | 6 | -10 | 8 | 1 | -1 | 3 | -10 | 0.7
- O=C(NCCN1C(=O)C2C3C=CC(C3)C2C1=O)NCc1ccccc1 (stereo unspecified)
  0 | 2 | -21 | 2 | 0 | -1 | -3 | -2 | 4 | 0.1
- Cc1ccc(CNC(=O)CN2CCN(Cc3ccc(Cl)cc3)C2=O)cc1
  -1 | 3 | 18 | -2 | 2 | -7 | 6 | 2 | -1 | 0.4
- N/C(Cc1ccc([N+](=O)[O-])cc1)=N\OC(=O)Cc1ccccc1
  -2 | 4 | 5 | -1 | 5 | 3 | 0 | -1 | -2 | -0.3

Rows are unselected; overall some 4.1% were active at least once.
